High-throughput results: PubChem, several laboratories
bCat nuc transl – alters nuclear translocation of beta-catenin in HeLa cells; immunofluorescence imaging; nuclear translocation activity, % at 5 µM; hit rate 0.3% among 190,000; AID 1665;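 active means nuclear translocation activity above 50% at 5 µM, with a well cell count of 50 or more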;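 further: per-cell ratio of nuclear to cytoplasmic median beta-catenin stain intensity; plate controls were DMSO negative control for no effect and GSK-3 inhibitor IX positive control for full effect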
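System: Human HeLa cells, endogenous beta-catenin | Compound dosing: 5 µM primary, 0.02–20 µM confirmation | Timing: 24 h compound exposure at 37°C, 5% CO2 | Measured by: Fluorescence imaging of beta-catenin antibody stain plus DAPI | Read-out basis: % activation of per-cell nuclear versus cytoplasmic median beta-catenin signal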
T cell modulator – T cell immune modulators affecting CD8 T cell-vesicle binding. 2C CD8+ T cell-vesicle binding, flow cytometry; hits give low values. calls only at 7 µM. hit rate 0.068% among 330,000;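 active means response, share of CD8 T cells binding vesicles, and their 90th percentile fluorescence all below set limits, cut at about 80% in these data, passing the limit was not always enough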
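Incubation: binding step 1.5 h, 37 °C, antibody labelling 20 min, ice; system: murine 2C transgenic CD8+ T lymphocytes; technique: cytometric PE anti-B7-1 and Alexa647 anti-CD8 signals after 1% paraformaldehyde fixation; also added: QL9-charged Drosophila Ld/ICAM-1/B7-1 vesicles; control set: naked versus QL9-loaded vesicles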
Myeloid diff MLP – promotes myeloid progenitor differentiation; ER-HoxA9 myeloid progenitors, lysozyme-GFP differentiation, flow cytometry; calls only at 10 µM; hit rate 1% among 360,000; AID 624256;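 active means normalized GFP-positive differentiation at or above the plate's own cutoff, the solvent-only control mean plus 3 SD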;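 further: cells exposed to compound for four days before flow analysis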
PMI inhibitors – MPI enzyme activity inhibition – biochemical, fluorescence intensity, coupled assay, primary screen (AID 1209); hit rate 0.42% among 190,000; one-dose inhibition, % at 20 µM; IC50 in µM for titrated hits; purified PMI enzyme, coupled fluorescence intensity; higher % means a stronger effect; in the data active means inhibition above about 50%;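 further: plate controls were DMSO vehicle for no effect and wells lacking substrate for full effect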
Ins promoter up – MIN6 insulin promoter up-regulation; MIN6 insulin promoter-GFP reporter, high-content imaging; hits give high values; hit rate 0.3% among 190,000; z-score at 5 µM;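 active means z-score above 3 at 5 µM with at least 500 cells counted in the well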
Dynein cargo inh – blocks dynein driven cargo transport along microtubules | 3617.4 mouse cells, GR-EGFP nuclear translocation imaging; test concentration mostly 20 µM; stimulated with dexamethasone, 1 µM; hits give low values | z-score, hits read low | hit rate 0.47% among 220,000 | AID 1381;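 active means plate z-score of nuclear minus cytoplasmic receptor signal below a set negative limit, without overly bright fluorescence or cell loss, cut at about -3.5 in these data, passing the limit was not always enough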;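 further: z-score of nuclear minus cytoplasmic ring GR-EGFP intensity difference per well; some compounds called inactive have numbers as strong as hits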
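Buffer or medium: tet-free, stripped-serum medium; reagent: dexamethasone at 1.0 µM final, 30 min; incubation: 48 h induction, 1 h compound, 30 min dex at 37 °C; measured by: formaldehyde fixation, Hoechst nuclear stain, 10x automated fluorescence imaging; read-out: nuclear-to-cytoplasmic GR-EGFP distribution per well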
TNAP activation fold – stimulation of alkaline phosphatase TNAP activity – biochemical, luminescent, no phosphate acceptor, uHTS, primary screen (AID 1001); purified TNAP, luminescent activation assay, no phosphate acceptor; higher activation fold means a stronger effect; activation fold at 20 µM; hits with a dose series show EC50 in µM; hit rate 0.03% among 200,000; in the data active means activation fold from about 3, or a potency from the dose series; inactive means the rest, 99 in 100 with activation fold below about 1.6; further: many of its hits are not listed in these tables
Hep lipid drop – hepatic lipid droplet formation modulation. AML12 mouse hepatocytes, oleate lipid droplets, BODIPY imaging. inhibition, % at 6.5 µM. hit rate 0.4% among 240,000;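 active means lipid droplet intensity inhibited by at least 50%, with more than 500 cells counted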
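System: AML12 hepatocytes (mouse). Probe or stimulus: oleic acid at 100 µM to induce lipid droplet formation. Times: overnight treatment with compound plus oleate. Detection: Image-based BODIPY and DAPI two-channel analysis. Evaluation: percent inhibition of filter-corrected integrated lipid droplet intensity per well.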
MT stabilizer – microtubule stabilization, imaging screen; % tubulin-high responders, % at 10 µM; hit rate 0.83% among 200,000; HeLa tubulin immunostaining HCS, 24 h; share of cells brighter than vehicle mean+2SD; AID 2205;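 active means plate Z-score above 3 for both tubulin-high and condensed-nucleus cell shares, with cell loss under 80%, at 10 µM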;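 further: anti alpha tubulin signal scored within the nucleus-defined area of each cell; some results filed as inactive read as strong as hits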
Dynein cargo inh cytoplasmic EGFP – also measured in Dynein cargo inh; calls as there; z-score; measured here: cytoplasmic GR-EGFP intensity; hits give high values
Dynein cargo inh nuclear GR-EGFP – second read-out of Dynein cargo inh, no call of its own (marks repeat the call); z-score; measured here: nuclear GR-EGFP intensity;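 lower value marks the stronger effect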
Dynein cargo inh cell count – further read-out of Dynein cargo inh, marked with its call; z-score; measured here: cell count per field
Ins promoter up cell count – recorded beside Ins promoter up, whose call it bears; cell count; measured here: cytotoxicity, nuclei count;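 total cells summed across four imaged fields per well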
Hep lipid drop cells 6.5 µM – further read-out of Hep lipid drop, marked with its call; cell count; measured here: cell count, cytotoxicity flag;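 cells counted across two imaged fields per well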
bCat nuc transl cell count 5 µM – second read-out of bCat nuc transl, no call of its own (marks repeat the call); cell count; measured here: cell count, cytotoxicity flag
T cell modulator vesicle-bound % – further read-out of T cell modulator, marked with its call; double positive events, %; measured here: CD8+ vesicle-bound cell fraction;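 binding gate set so that unloaded-vesicle control wells show 10% double positive cells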
MT stabilizer Hoechst-high % – recorded beside MT stabilizer, whose call it bears; % Hoechst-high responders; measured here: nuclear condensation Hoechst responders;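 share of cells brighter than vehicle mean plus two SD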
MT stabilizer cytotoxicity % – further read-out of MT stabilizer, marked with its call; toxicity, %; measured here: cytotoxicity by cell density;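 0% = mean cell density of plate MIN control wells and 100% = no cells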
Myeloid diff MLP GFP+ MAC1+ % – second read-out of Myeloid diff MLP, no call of its own (marks repeat the call); GFP+ MAC1+ double positive, %; measured here: differentiation confirmed by MAC1 staining
Numbers without * were called inactive; i = inactive; . = no result given; + = active, no number.

SMILES	bCat nuc transl	bCat nuc transl cell count 5 µM	T cell modulator	T cell modulator vesicle-bound %	Myeloid diff MLP	Myeloid diff MLP GFP+ MAC1+ %	PMI inhibitors	Ins promoter up	Ins promoter up cell count	Dynein cargo inh	Dynein cargo inh cytoplasmic EGFP	Dynein cargo inh nuclear GR-EGFP	Dynein cargo inh cell count	TNAP activation fold	Hep lipid drop	Hep lipid drop cells 6.5 µM	MT stabilizer	MT stabilizer Hoechst-high %	MT stabilizer cytotoxicity %
Brc1ccc2ncnc(NCc3ccccc3)c2c1	2.7	1170	i	10	i	0.4	0%	-0.95	812	-0.23	-0.24	0.14	1.2	1.1	-23	662	3.4	2.5	4.7
Cc1ccc(-n2c(C)cc(-c3csc(N)n3)c2C)cc1	2.6	933	i	86	i	3.1	-42%	0.51	1289	1.6	-0.13	0.46	-1.6	1.2	10	659	3.9	2.0	1.7
CC(=O)Cc1nsc(NC(=O)c2ccc(-c3cc(Cl)ccc3Cl)o2)n1	132*	412*	i	31	i	0.6	-3%	-0.23	1119	0.67	0.17	0.32	-0.71	1.1	2	727	26*	27*	28*
Cc1cc(C)cc(NC(=O)c2cc(C)n(Cc3cccs3)c2C)c1	-3.6	1117	i	36	i	0.7	.	-0.32	1349	-0.54	-0.11	-0.33	-0.024	.	1	612	.	.	.
CC(=O)c1ccc(OCCOc2ccc(Cl)c3cccnc23)cc1	2.6	900	i	26	i	0.3	6%	-1.7	1581	-0.25	-0.3	0.53	0.34	1.1	3	700	3.3	2.8	6.5
Cc1cccc(NC(=O)C2CCN(S(=O)(=O)c3cccc4nsnc34)CC2)n1	.	.	i	31	i	0.9	6%	.	.	0.8	-0.34	0.35	0.055	1.1	.	.	4.6	3.4	8.0
O=C(CN1CCN(CC(=O)Nc2ccccc2Cl)CC1)Nc1ccc2c(c1)OCCO2	0.5	1369	i	40	i	0.5	-38%	1.2	1328	-1.5	-0.3	-0.42	0.96	1.1	.	.	2.9	2.3	9.4
COc1cc(C(=O)OCC(C)=O)ccc1OCc1c(C)noc1C	45	587	.	.	i	0.5	4%	0.15	1295	1.3	-0.22	0.56	-0.4	1	-2	662	31*	20*	62*
CCCn1c(=O)c2ccccc2n2c(SCc3cc(=O)oc4ccc5ccccc5c34)nnc12	5.8	1052	i	29	i	0.9	-22%	-0.34	1134	-2.6	0.13	-0.91	0.5	0.9	-5	627	3.6	2.0	8.0
O=C(/C=C/Sc1ccccc1)c1ccc(Cl)cc1	-2.4	1104	i	30	.	.	-10%	0.2	726	-2.7	0.5	-1.5	0.27	1.1	-30	775	3.2	1.8	2.8
O=C(c1ccco1)N1CCN(C2=NS(=O)(=O)c3ccccc32)CC1	-1.3	1116	i	39	i	0.7	6%	0.11	1374	-0.058	-0.22	-0.68	-0.42	1.1	9	800	3.5	2.6	7.7
CCc1nnc(NC(=O)c2ccc3ncsc3c2)s1	-1.7	1205	i	27	i	0.3	.	-0.22	1484	-0.47	-0.21	-0.31	0.37	.	1	687	.	.	.
COc1ccc(-c2ccc(-c3nc4c(c(=O)[nH]c(=O)n4Cc4ccccc4)n3C)o2)c([N+](=O)[O-])c1	.	.	i	55	i	0.3	12%	-0.97	1140	0.57	-0.23	-0.12	-0.55	1.1	5	674	2.3	2.1	5.6
CSC1=C(C#N)C(c2ccc(C)s2)CC(=O)N1 (stereo not drawn)	-5.0	1145	i	35	i	8.7	7%	.	.	-0.15	0.19	0.61	-0.61	1.1	-9	697	3.5	3.7	1.6
C#CCOC(=O)CCC(=O)Nc1cc(OC)nc(OC)n1	-2.4	1436	.	.	.	.	0%	0.78	1578	-0.35	-0.17	0.14	-0.53	1.1	.	.	1.9	2.2	8.7
COc1ccc(-n2c(C)cc(/C=C3/SC(=S)N(C)C3=O)c2C)cc1	0.5	1002	i	50	+	0.5*	23%	.	.	-0.51	2.7	0.98	0.61	0.9	0	481	2.7	2.7	2.2
CCOc1ccc(-n2c(SCC(=O)NC(C)CC)nc3n[nH]c(C)c3c2=N)cc1 (stereo not drawn)	-1.4	1377	i	4	i	1.0	-1%	3*	1025*	-0.1	-0.042	0.086	0.1	1.3	.	.	5.3	3.4	4.2
CC(C)c1nc2oc3c(NCCO)ncnc3c2c2c1COC(C)(C)C2	-1.0	1305	i	17	i	1.0	.	-1.8	1062	-0.93	-0.71	-0.79	0.3	.	2	699	.	.	.
CSc1ncc(Cl)c(C(=O)Nc2cccc3ccccc23)n1	-0.7	1145	i	60	i	0.1	8%	0.21	1445	-0.064	-0.28	0.034	-0.019	1.1	-29	598	2.8	2.0	5.7
CC(=O)c1c(C)n([O-])c2cc(C)ccc2[n+]1=O	-0.8	1155	i	40	i	0.7	1%	-0.4	1095	-0.026	-0.22	-0.14	0.4	1.1	.	.	1.3	0.8	3.2
CCOCCn1c(CN2CCC(C)CC2)nc2c1c(=O)n(C)c(=O)n2C	-0.3	429	.	.	.	.	9%	-0.36	1190	-0.1	-0.13	0.94	-1.2	1.1	-6	745	2.4	2.3	4.2
Cc1cc(OCCCn2cnc3ccccc3c2=O)ccc1[N+](=O)[O-]	-0.4	1129	i	4	i	0.6	7%	-0.48	1412	-0.47	-0.33	-0.48	0.26	1.2	1	625	1.7	3.7	5.5
CC(C)(C)c1ccc(-c2nnc(SCC(=O)O)n2N)cc1	-4.8	1065	i	26	i	0.9	-8%	0.05	1259	-0.15	-0.13	0.13	-0.18	1	.	.	4.2	2.0	9.3
COCCCNC(=O)CN(c1cc(Cl)ccc1OC)S(C)(=O)=O	0.7	1456	i	62	i	0.4	-10%	0.6	1301	-0.54	-0.27	-0.16	1.2	1	2	705	4.3	2.0	5.2
O=S(=O)(c1ccc(Cl)cc1)n1cccn1	-0.4	1459	i	21	i	0.2	3%	0.12	1511	0.0083	-0.24	-0.027	0.092	1	1	734	1.8	2.0	8.7
CNC(=O)CC1C(=O)N(C)C(=S)N1NC(=O)c1ccccc1 (stereo not drawn)	-2.4	1103	i	55	i	0.5	.	.	.	-0.42	-0.22	-0.2	-0.48	.	-24	689	.	.	.
CCOC(=O)c1c(C)n(C)c2ccc(O)c(CN3CCCCC3)c12	-0.4	1141	i	39	i	0.3	13%	-2.5	1287	-0.043	-0.24	-0.072	0.097	1.1	-15	682	1.9	2.2	8.3
O=C(CCc1ccccc1)NNC(=O)c1ccco1	-0.1	1278	i	45	i	0.4	5%	0.37	1332	-0.39	-0.13	-0.37	0.73	1.1	.	.	2.7	1.4	6.7
CCCCCOC(=O)NCCOC(=O)Nc1ccc(C(=O)OCC)cc1	-0.7	1345	i	32	i	1.6	6%	0.5	1616	-0.11	-0.27	-0.26	0.51	1	.	.	3.0	1.2	14
CC1=C(C(=O)OC(C)C)C(C)NC(=O)N1 (stereo not drawn)	-0.8	913	i	39	i	2.9	3%	0.23	1381	-0.86	-0.15	-0.25	0.83	1.2	.	.	5.4	3.6	7.3
CCOCc1nnc(NC(=O)c2ccco2)s1	.	.	i	6	i	0.5	9%	0.11	1342	-0.12	-0.25	0.26	0.57	1.1	1	786	2.9	2.0	3.9
COc1ccccc1NC(=O)CC(=O)CSc1nnc(-c2ccc(C)cc2)n1-c1ccccc1	0.2	1029	i	7	.	.	22%	1.3	1492	0.39	-0.24	0.32	0.13	1.1	-15	550	2.8	2.2	6.0
Cc1ccc(-c2noc(CCC(=O)N3CCCC3)n2)cc1	-1.0	1036	i	45	i	0.9	5%	.	.	-0.11	-0.22	-0.13	0.45	1.1	.	.	2.4	2.4	10
C=CCn1c(SCC(=O)NC(=O)NCc2ccco2)nc2sc(C)c(C)c2c1=O	-6.9	939	i	21	i	1.3	1%	-0.57	1064	0.44	-0.18	0.39	-0.57	1	.	.	4.2	1.5	0.4
COc1ccc(NC(=O)C(c2cc3c(cc2[N+](=O)[O-])OCO3)N(C)C)cc1 (stereo not drawn)	-2.9	535	i	11	i	0.8	19%	-0.04	1358	-0.46	-0.26	-0.5	0.17	1.1	-6	619	3.5	2.1	2.5
COc1ccccc1-n1cnc2cc(C(=O)NC3CCCC3)ccc21	-1.2	1243	i	21	i	6.8	-13%	-0.01	1248	0.8	-0.19	1.3	-0.2	1.1	6	723	2.5	2.7	5.2

Compound profiles, from the list above. Order of values: bCat nuc transl | bCat nuc transl cell count 5 µM | T cell modulator | T cell modulator vesicle-bound % | Myeloid diff MLP | Myeloid diff MLP GFP+ MAC1+ % | PMI inhibitors | Ins promoter up | Ins promoter up cell count | Dynein cargo inh | Dynein cargo inh cytoplasmic EGFP | Dynein cargo inh nuclear GR-EGFP | Dynein cargo inh cell count | TNAP activation fold | Hep lipid drop | Hep lipid drop cells 6.5 µM | MT stabilizer | MT stabilizer Hoechst-high % | MT stabilizer cytotoxicity %
C=CCn1c(SCC(=O)NC(=O)NCc2ccco2)nc2sc(C)c(C)c2c1=O is entered as -6.9 | 939 | i | 21 | i | 1.3 | 1% | -0.57 | 1064 | 0.44 | -0.18 | 0.39 | -0.57 | 1 | . | . | 4.2 | 1.5 | 0.4
CNC(=O)CC1C(=O)N(C)C(=S)N1NC(=O)c1ccccc1 (stereo not drawn) is entered as -2.4 | 1103 | i | 55 | i | 0.5 | . | . | . | -0.42 | -0.22 | -0.2 | -0.48 | . | -24 | 689 | . | . | .
